Bioassay records as filed in PubChem BioAssay.
GLD-1 RNA inh – GLD-1-TGE RNA interaction inhibition (C. elegans). purified GLD-1 + fluorescein TGE RNA, fluorescence polarization. inhibition, % at 5.96 µM. 320,000 compounds, 0.44% hits. AID 2280;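 active means percent inhibition above a per-plate cutoff, the plate mean of test compounds plus 3 SD, cut at about 30% in these data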;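 further: 0% = DMSO wells with GLD-1 and probe and 100% = wells lacking GLD-1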
CIT2 TOR yeast – alters CIT2-GFP fluorescence in TOR pathway yeast screen. S. cerevisiae CIT2-GFP strain, flow cytometry, 3 h; 100 means same as DMSO wells. GFP response vs DMSO, % at 10 µM. 320,000 compounds, 0.065% hits. AID 2029;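 active means GFP response relative to DMSO above a set limit, near the screen mean plus 3 SD, cut at about 150% in these data; inconclusive means Fewer than 70 cells measured for a yeast strain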;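 further: ratio of well median GFP fluorescence to mean of DMSO wells on the plate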
VLA-4 inh – inhibition in a human VLA-4 binding assay; P13612; VLA-4 expressing cells, ligand binding flow cytometry; inhibition, % (about 7 µM as worked out from the volumes in the protocol); 330,000 compounds, 0.2% hits; AID 2557; in the data active means inhibition above about 50%
Fam108B counter – blocks mouse Fam108B hydrolase in RBBP9 counter-screen. recombinant Fam108B, FP-Rh probe fluorescence polarization. inhibition, % at 9.51 µM. 300,000 compounds, 0.33% hits. AID 1947;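 active means inhibition above the screen mean inhibition plus 3 SD, computed separately per campaign, cut at about 18% in these data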;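 further: inhibitors lower polarization as less probe binds the enzyme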
GRK2 inh – inhibitors of human GRK2 displacing RNA aptamer; AID 488847; 330,000 compounds, 0.59% hits; inhibition of aptamer binding, % at 10 µM; bead flow cytometry, FAM-aptamer displacement from GRK2; P25098;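 active means inhibition of aptamer binding above 40%, roughly 3 SD of noise, on plates passing a quality check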;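 further: median bead fluorescence of bound FAM aptamer so fluorescent compounds give negative values; no value below 0 was filed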
MEX-5 binding – C. elegans MEX-5 TCR-2 RNA binding activity. Q9XUB2. MEX-5/FITC-TCR2 RNA binding, fluorescence polarization; stronger effect = lower value. activity score (negative = inhibition of binding), % at 10 µM. 300,000 compounds, 0.38% hits. AID 1832;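 active means inhibition past about -25% in most replicates, and total fluorescence under double the plate's negative control median, limit read from the data; inconclusive means replicates evenly split on the limit, or fluorescence at least double controls; inactive means too little inhibition in most replicates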;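 further: 0% = DMSO and -100% = 5 µM competing unlabeled TCR2 RNA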
Target sequence (Q9XUB2 whole entry, looked up): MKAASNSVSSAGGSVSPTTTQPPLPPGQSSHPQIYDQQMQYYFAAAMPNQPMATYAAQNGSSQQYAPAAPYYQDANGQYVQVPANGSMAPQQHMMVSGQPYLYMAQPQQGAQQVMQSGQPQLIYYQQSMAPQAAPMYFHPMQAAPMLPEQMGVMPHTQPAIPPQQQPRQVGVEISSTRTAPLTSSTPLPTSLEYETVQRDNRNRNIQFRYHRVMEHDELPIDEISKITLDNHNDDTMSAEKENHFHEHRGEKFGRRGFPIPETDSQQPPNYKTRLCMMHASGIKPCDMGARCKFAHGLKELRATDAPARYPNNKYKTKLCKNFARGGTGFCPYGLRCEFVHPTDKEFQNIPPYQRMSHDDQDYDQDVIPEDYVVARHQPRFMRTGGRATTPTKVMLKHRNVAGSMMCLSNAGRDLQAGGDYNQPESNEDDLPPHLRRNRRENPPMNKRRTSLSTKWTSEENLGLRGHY
BCLXL inh – Bcl-xL (human) inhibition; Q07817; GST-Bcl-xL / FITC-Bim BH3 peptide fluorescence polarization; inhibition, % at 10.9 µM; 320,000 compounds, 0.7% hits;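 active means inhibition above the mean of all tested compounds plus 3 SD, cutoff set per campaign, cut at about 30% in these data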;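 further: 0% = DMSO wells and 100% = unlabeled Bim-BH3 peptide competitor; inhibitors lower millipolarization by displacing the labeled peptide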
Target sequence (Q07817 whole entry, looked up): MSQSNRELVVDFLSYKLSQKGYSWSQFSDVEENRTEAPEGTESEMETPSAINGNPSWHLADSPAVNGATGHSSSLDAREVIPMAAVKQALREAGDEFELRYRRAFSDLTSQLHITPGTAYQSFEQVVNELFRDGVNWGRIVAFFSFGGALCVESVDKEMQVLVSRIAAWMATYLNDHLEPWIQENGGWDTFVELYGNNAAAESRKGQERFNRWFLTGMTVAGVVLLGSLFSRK
AGP1-GFP MLPCN – modulators of TOR pathway AGP1-GFP in S. cerevisiae. S. cerevisiae AGP1-GFP multiplex flow cytometry, 3 h; GFP as percent of DMSO wells. GFP response vs DMSO, % at 10 µM. 320,000 compounds, 0.02% hits. AID 2066;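 active means GFP response relative to DMSO above a set limit, near screen average plus 3 SD, cut at about 150% in these data; inconclusive means fewer than 70 cells counted for the yeast strain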;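 further: median GFP channel fluorescence of the gated AGP1 strain per well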
MCL1 BIM primary – MCL1-BIM-BH3 interaction inhibition (human) | Q07820 | GST-MCL1 / FITC-Bim-BH3 fluorescence polarization | inhibition, % at 10.9 µM | 320,000 compounds, 0.68% hits | AID 2057;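 active means inhibition above the mean inhibition of all tested compounds plus 3 SD, set per campaign, cut at about 40% in these data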;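 further: 0% = DMSO wells and 100% = unlabeled Bim-BH3 peptide control; higher means more loss of mP so more displacement of Bim peptide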
Target sequence (Q07820 whole entry, looked up): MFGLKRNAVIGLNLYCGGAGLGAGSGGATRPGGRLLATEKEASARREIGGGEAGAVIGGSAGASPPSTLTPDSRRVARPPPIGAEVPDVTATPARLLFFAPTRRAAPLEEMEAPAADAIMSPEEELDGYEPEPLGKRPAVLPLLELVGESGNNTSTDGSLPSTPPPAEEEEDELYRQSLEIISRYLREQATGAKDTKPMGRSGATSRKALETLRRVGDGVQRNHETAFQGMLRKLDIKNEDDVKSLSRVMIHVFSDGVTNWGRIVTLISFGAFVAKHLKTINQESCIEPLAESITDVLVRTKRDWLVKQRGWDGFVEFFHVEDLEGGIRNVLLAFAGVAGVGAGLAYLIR
* hit, by the source's call; u = inconclusive; x = not tested or not shown; [ ] = dose if it differs, or a comment.

SMILES	GLD-1 RNA inh	CIT2 TOR yeast	VLA-4 inh	Fam108B counter	GRK2 inh	MEX-5 binding	BCLXL inh	AGP1-GFP MLPCN	MCL1 BIM primary
CC1CCCCC1NC(=O)Cn1nnc2ccccc2c1=O (centres undefined)	2	91	3	0	0	0.0	0	u	0
O=C1CNC(=O)/C1=C/c1ccc(O)cc1	-61	102	2	5	2	18	-20	x	-32
CC(=O)C1=C(O)C(=O)N(c2ccc(C)cc2)C1c1ccc([N+](=O)[O-])cc1 (centres undefined)	0	105	1	3	7	-1.3	-5	102	4
COc1cc(SC)ccc1C(=O)NCc1ccc(C)cc1	4	91	4	4	0	-0.8	8	93	3
CC(=O)Nc1ccccc1C(=O)C(=O)Nc1cccc(C(=O)N2CC(C)CC(C)C2)c1 (centres undefined)	7	97	-1	-3	0	-2.0	4	98	0
Cc1ccc(C(=O)Nc2cc(C(C)C)c(O)c(C(C)C)c2)cc1	6	85	4	-3	2	2.9	3	105	-2
Cc1ccc(OC(=O)CCC(=O)N2CCc3ccccc32)cc1	-2	u	8	6	0	-2.9	3	98[may fluoresce violet]	2
O=C(N/N=C1/CCSC1)c1cccc([N+](=O)[O-])c1	-3	93	3	0	2	-2.4	-1	90	4
CCN(C(=O)Cn1cnc2c1c(=O)n(C)c(=O)n2C)C1CCS(=O)(=O)C1 (centres undefined)	-1	102	-1	x	4	x	3	100	8
CNC(=O)c1ccsc1NC(=O)CS(=O)(=O)c1ccccc1	6	103	3	-1	1	0.6	4	103	-2
COc1ccccc1N1CC(C)(C)C(=O)N(C(=O)c2c(F)cccc2Cl)C1=S	1	90	-1	0	0	0.5	5	100	6
CC(NC(=O)C(=S)N1CCN(C)CC1)c1ccccc1 (centres undefined)	-6	95	2	-3	0	0.0	-5	98	-9
Cc1ccc(S(=O)(=O)N2CCN(C(=O)Cc3ccsc3)CC2)c(C)c1	1	109	-11	5	3	-2.1	-5	100	1
COC(=O)Oc1cncc(C(=O)O)c1	2	88	12	-4	0	-0.6	2	86	1
O=C1CCc2cc(S(=O)(=O)NC3CCCCC3)cc3c2N1CC3	7	109	-10	0	5	0.2	6	112	9
CN(c1ccccc1)S(=O)(=O)c1cccc(NC(=O)CSc2ncc(C(F)(F)F)cc2Cl)c1	3	98	0	-31	1	x	5	91	6
COc1ccc(/C=C/C(O)=C(\C#N)c2nnc(N3CCOCC3)n2-c2ccccc2)cc1OC	-3	94	0	-4	0	-0.3	4	87	7
Cc1ccc(OCCC(=O)O)cc1	5	111	9	2	0	x	9	97	10
CC(=O)N1c2ccccc2NC2=C(C(=O)CCC2)C1c1ccc(F)cc1 (centres undefined)	2	95	4	4	2	-1.5	2	97	1
Cc1cc(C)cc(NC(=O)C2CCCN2S(=O)(=O)c2ccc3c(c2)C(C)(C)C(=O)N3C)c1 (centres undefined)	-2	94	33	4	2	-0.1	1	94	5
O=C(CCC(=O)c1ccc(Oc2ccccc2)cc1)Nc1cccc(Cl)c1	1	105	6	-4	0	1.7	0	103	-7
O=C(c1ccc(F)cc1)N1CCOCC1	5	109	3	-2	50*	-0.2	0	107	4
COc1ccc(N(CC(=O)Nc2cc(C)ccc2C)S(=O)(=O)c2c(C)nn(C)c2C)cc1	7	95	11	3	1	-0.5	1	98	-2
O=C(Cn1nnc(-c2ccccc2)n1)NNC(=O)c1ccc(Br)cc1	8	106	15	-4	0	-1.0	7	99	6
CN(C)CCN(C(=O)c1cccc(Cl)c1)c1nc2c(Cl)cccc2s1	-1	105	-8	12	0	-0.9	5	108	5
COC(=O)C(O)(CC(=O)Nc1ccccc1OC)C(F)(F)F (centres undefined)	1	98	22	4	1	0.0	-8	x	6
CC1CCCCN1C(=S)NC(=O)c1cc(Br)ccc1Cl (centres undefined)	3	103	17	x	2	x	10	98	7
COc1ccccc1OCc1ccc(C(=O)NCC2CCCO2)cc1 (centres undefined)	1	96	8	x	3	x	2	94	10
CN(C(=O)c1cccs1)c1ccc(OCC(=O)N2CCC(C(N)=O)CC2)cc1	4	94	2	0	0	1.1	8	122	0
COc1cccc(OCCOCCOc2ccc(C)cc2[N+](=O)[O-])c1	7	97	6	5	0	-5.2	1	98	4
CCCCn1c(N)c(N(Cc2ccccc2OC)C(=O)c2cc(=O)[nH]c3ccccc23)c(=O)[nH]c1=O	4	97	9	-3	1	0.9	-3	104	-8
Cc1ccc(S(=O)(=O)N2CCOCC2)cc1C(=O)NNC(=O)c1ccoc1C	1	103	9	1	2	3.8	8	111	1
Cc1ccc([N+](=O)[O-])c(OCCCNCC(C)O)c1 (centres undefined)	-2	106	-15	15	0	0.6	8	94	12
CCc1cc(C(=O)NC2CCCN(Cc3ccccc3F)C2)n(C)n1 (centres undefined)	-8	108	4	2	1	2.5	2	99	-3
CCc1cc(-c2n[nH]c(C)c2-c2nc3ccccc3n2C)c(O)cc1O	-5	99	1	0	1	0.5	-4	103	-1
CCOC(=O)c1cccc(C(=O)Oc2ccccc2)n1	3	101	-1	-2	20	1.0	3	99	10
Cc1ccc(NC(=O)Nc2ccnc(-c3cccnc3)n2)cc1	4	113	-17	-5	0	-3.1	8	108	-1
CCCCCCSc1cc(C)nc2ncnn12	3	96	1	0	4	-0.5	2	92	1
CC(=O)c1cc2c(cc1N/C(=N/S(=O)(=O)c1ccccc1)c1ccc(Cl)cc1)OCO2	2	110	8	3	2	0.9	1	112	3
CC1CC(C)CN(C(=O)c2ccc3ccccc3c2)C1 (centres undefined)	-1	87	4	8	0	1.6	7	98	8

Compound profiles, from the list above. Order of values: GLD-1 RNA inh, CIT2 TOR yeast, VLA-4 inh, Fam108B counter, GRK2 inh, MEX-5 binding, BCLXL inh, AGP1-GFP MLPCN, MCL1 BIM primary
Listed for Cc1ccc([N+](=O)[O-])c(OCCCNCC(C)O)c1 (centres undefined) = -2, 106, -15, 15, 0, 0.6, 8, 94, 12
Listed for CCc1cc(C(=O)NC2CCCN(Cc3ccccc3F)C2)n(C)n1 (centres undefined) = -8, 108, 4, 2, 1, 2.5, 2, 99, -3

(continued)
SMILES	GLD-1 RNA inh	CIT2 TOR yeast	VLA-4 inh	Fam108B counter	GRK2 inh	MEX-5 binding	BCLXL inh	AGP1-GFP MLPCN	MCL1 BIM primary
O=C(COc1ccc(S(=O)(=O)N2CCCC2)cc1)NCC1CCCO1 (centres undefined)	-4	104	-3	0	2	0.0	-4	102	-8
Cc1ccc(C(=O)N/C(=C\c2cccs2)C(=O)NCCc2c[nH]c3ccccc23)cc1C	0	86	19	1	4	0.4	2	95	-3
Cc1ccc(NC(=O)c2cc(=O)[nH]c3ccccc23)cc1	-1	105	0	1	0	-0.5	0	101	0
COc1ccc(NC2CCCN(C(=O)CCc3cccc(Cl)c3)C2)cc1 (centres undefined)	-3	98	7	-6	0	-0.1	4	100	5
COc1ccccc1NC(=S)N1CCC(NC(=O)NC23CC4CC(CC(C4)C2)C3)CC1	4	90	3	6	1	3.7	0	94	0
O=C(Nc1cccc(F)c1)c1ccc(S(=O)(=O)N2CCOCC2)cc1	5	98	31	0	0	0.3	3	104	2
CC(C)(C)c1cc(C(=O)NCc2cccnc2)ccn1	-2	76	24	1	0	-3.0	10	111	5
C/C(CCC12CC3CC(CC(C3)C1)C2)=N\NC(N)=S	5	95	13	-1	0	-2.4	5	133	6
O=C(Cc1cccc2ccccc12)Nc1ccc(N2CCOCC2)cc1	1	106	10	-4	5	-1.4	2	82	-2
CCC(=O)c1ccc(O)c(OC)c1	0	100	-32	3	1	-1.2	0	104	5
Cc1cccc(OCC(=O)NCC(=O)n2nc(C)cc2C)c1	-8	88	-3	-3	1	1.9	1	93	-4
Cc1ccc(C(=O)NC2CC3CCCC(C2)N3Cc2ccccc2)cc1 (centres undefined)	-3	101	-1	-3	0	-1.0	-8	105	-4
COc1ccc(NC(=O)[C@@H](NC(=O)c2ccccc2F)C(C)C)cc1S(=O)(=O)N1CCOCC1	-1	113	6	2	0	5.0	-2	103	-3
Cc1ccc(N(C(=O)Cn2nnc(-c3ccc(F)cc3)n2)C(C(=O)NC(C)(C)C)c2ccncc2)cc1 (centres undefined)	-3	101	-16	3	2	-0.3	-2	105	0
COc1ccc(/C(N)=N/OC(=O)CCCc2ccccc2)cc1OC	-4	x	-25	-1	29	0.0	2	x	6
Cc1noc(C)c1CSCC(=O)Nc1nnc(CC(C)C)s1	0	103	-4	-4	2	-4.9	4	102	5
COc1cc2c(cc1OC)-c1nncn1C(C)(C)C2	0	101	5	-1	5	-0.3	-1	101	5
CC12CN(NC(=O)c3ccc(Cl)cc3)C3(C#N)CC1CCC23C (centres undefined)	0	93	5	1	1	2.8	0	90	-4
COc1ccccc1N1CCN(C(=O)/C=C/c2ccco2)CC1	-1	102	-13	6	4	-1.6	7	102	1
CCCc1cc(=O)[nH]c(Nc2ccc(Cl)cc2)n1	-1	97	-7	9	4	-0.2	4	97	3
COc1ccc(S(=O)(=O)N2CCN(Cc3cc(OC)c(OC)cc3OC)CC2)cc1	2	99	11	-2	1	-2.9	-58	101	5
CCN(CC(=O)NCCCN1CCOCC1)S(=O)(=O)c1ccc(Cl)cc1	5	99	-5	0	3	0.0	2	98	2
COC(=O)c1cc(NC(=S)N2CCN(C(=O)C3CCCO3)CC2)cc(C(=O)OC)c1 (centres undefined)	-1	93	10	-4	0	0.2	1	98	0
COc1ccc(C2/C(=C(/O)c3ccc(Cl)cc3)C(=O)C(=O)N2CCN2CCOCC2)c(OC)c1 (centres undefined)	-2	99	15	3	2	-2.3	6	100	-2
CCCCn1c(N)c(N(CCOC)C(=O)c2sc3cc(F)ccc3c2Cl)c(=O)[nH]c1=O	6	95	4	-6	0	1.5	-3	99	-4
O=C(Nc1nccs1)c1ccc2c(c1)C(=O)N(Cc1cccnc1)C2=O	-4	101	5	3	2	-0.1	8	100	13
COC(=O)[C@]1(C)N[C@H](CN(C)C(=O)Nc2ccc(C)cc2)[C@@H]2C(=O)N(Cc3ccccc3)C(=O)[C@@H]21	-1	100	22	x	2	x	x	101	x
Cc1ccc(Cn2ccc(-c3cnc(-c4ccccc4)s3)n2)cc1	-11	94	-2	-6	0	-0.3	0	96	-1
CCN1CCN(C(=O)CN(C)S(=O)(=O)c2ccc(Cl)cc2)CC1	-2	108	37	0	0	3.6	0	107	-6
Cc1ccc(CNc2ccc3c(c2)OCO3)cc1	-7	106	-450	0	0	-0.7	139*	x	159*
NC1=NC(=Nc2cccc(Cl)c2)c2ccccc21	3	100	-4	-1	0	-4.0	1	103	6
COc1ccc(-n2nc3c(c2NC(=O)C(C)Cl)CSC3)cc1 (centres undefined)	10	93	-4	-2	4	2.2	4	103	3
CC1(C)CC(=O)C=C(Nc2ccc([N+](=O)[O-])cc2)C1	0	100	0	0	0	-2.5	7	105	2
COc1ccccc1CN1C[C@@H]2C[C@@H](c3cccc(O)c3)N3CCC[C@@]23C1=O	5	91	-1	-6	0	-1.3	3	106	0
Cc1nc(C(=O)NNC(=O)Nc2ccccc2)cs1	-3	118	1	1	3	-5.6	3	119	7
CC(=O)Nc1cc(NC(C)=O)cc(C(=O)NC(C)(C)C)c1	8	107	-2	-2	2	-0.2	-1	106	0
COCCNC(=O)c1ccc2c(c1)S(=O)(=O)c1cc(Cl)ccc1C2=O	1	99	0	x	2	x	-2	100	0
NC(=O)c1c(NC(=O)c2c(F)cccc2F)sc2c1CCN(Cc1ccccc1)C2	-31	102	-299	1	1	-35*	-19	105	-22

Random draw from the library; 2.2% or so of the library scored in one or more.
